From PubChem
LYP phosphatase = inhibitors of LYP phosphatase, biochemical, fluorescence intensity, uHTS (AID 1779); 0.054% of 290,000 active; inhibition, % at 11.5 µM, or IC50 in µM where a hit was titrated; recombinant LYP phosphatase, fluorescence intensity; higher % means a stronger effect; in the data active means inhibition above about 50%;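 further: plate controls were vehicle with enzyme for no effect and no enzyme for full effect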
Siah-1 displacement = Siah-1 peptide-binding antagonists, primary screen, biochemical, fluorescence polarization, rhodamine-plectin, uHTS (AID 1817); E3 ubiquitin-protein ligase SIAH1 (Homo sapiens); Siah-1 / rhodamine-plectin peptide fluorescence polarization; higher % means a stronger effect; one-dose displacement, % at 20 µM; IC50 in µM for titrated hits; 0.02% of 290,000 active;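 active means displacement of at least 50% at 20 µM, with a fluorescence ratio check between 0.3 and a set limit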;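 further: plate controls were Siah plus tracer with DMSO for no effect and tracer alone without Siah for full effect; strong numbers were not always called active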
AID2073 = inhibitors of Mint1-CaV2.2 protein interaction, biochemical, HTRF (AID 2073); Voltage-dependent N-type calcium channel subunit alpha-1B (Homo sapiens); HTRF protein-protein interaction, Mint1-CaV2.2; higher % means a stronger effect; inhibition, % at 20 µM, or IC50 in µM where a hit was titrated; 0.19% of 290,000 active; in the data active means inhibition mostly above about 51%, no sharp cut-off; inconclusive means no clear call, values can overlap the other calls; inactive means mostly below about 53%; further: some results filed as inactive read as strong as hits
Numbers without * were called inactive; ? = inconclusive. Not all compounds are listed; the hit share may differ from the screen's.

Siah-1 displacement,molecule,AID2073,LYP phosphatase
3%,COc1ccccc1CN1CC(C(=O)NCc2cccc(Cl)c2)CCC1=O (configuration not stated),5%,-2%
-3%,COc1cccc(CNc2ccc3[nH]c(=O)[nH]c3c2)c1OCc1ccccc1F,-39%,-6%
5%,O=C(Nc1ccc2c(c1)OCCO2)C(=O)NC1CC1,2%,-1%
-6%,CC1CCCN(C(=O)CNC(=O)c2ccco2)C1 (configuration not stated),4%,-15%
4%,CCc1ccccc1NC(=O)Nn1cnnc1,13%,-6%
2%,COc1ccc(OCC(O)CNC2CCCC2)cc1 (configuration not stated),0%,-8%
-1%,COc1ccc(CNC(=O)CCCn2nc(C)c3c(C)n(-c4ccc(C)cc4)nc3c2=O)cc1,6%,-5%
3%,O=C(Nc1nnc(SCCN2CCOCC2)s1)C1CC(=O)N(c2ccccc2)C1 (configuration not stated),-14%,-10%
-4%,O=C(O)c1cccc(NC(=O)c2ccc3c(c2)C(=O)N(c2cccc([N+](=O)[O-])c2)C3=O)c1,26%,-2%
3%,COc1cc(OC)c(OC)cc1CN1CCN(C(=O)c2cccc3ccccc23)CC1,-1%,-7%
-7%,CC1CCN(S(=O)(=O)c2ccc(NC(=O)c3ccncc3)cc2)CC1,18%,-11%
-1%,Cc1ccccc1NC(=O)CCCC(=O)c1ccccc1,3%,-8%
0%,Cc1cc(OC(=O)c2ccccc2C)c([N+](=O)[O-])c(=O)[nH]1,10%,-11%
8%,Cc1ccccc1Oc1nc2c(c(=O)n(C)c(=O)n2C)n1C,5%,-6%
-1%,O=C1CCC(=O)N(c2ccccc2)N1,?,-7%
4%,CSc1ccccc1C(=O)NC1CCCc2ccccc21 (configuration not stated),-9%,-6%
0%,O=S(=O)(c1cccc2nsnc12)N1CCNCC1,-1%,-8%
1%,COc1ccc(CCN2CC(C(=O)N3CCSCC3)CCC2=O)cc1 (configuration not stated),-2%,-9%
9%,O=C(Nc1cc(Cl)cc(Cl)c1)Nc1cnccn1,8%,-8%
-9%,COC(=O)c1ccc(C(=O)Nc2ccc3nc(-c4ccncc4)[nH]c3c2)cc1,?,-6%
5%,Cc1c(OCC(=O)NCCCn2ccnc2)ccc2c3c(c(=O)oc12)CCCC3,12%,0%
4%,COc1cccc(NC(=O)C2CCN(S(=O)(=O)c3ccc4c(c3)NC(=O)CO4)CC2)c1,3%,-2%
-2%,CC(C)c1ccc(C2C(C(=O)c3ccco3)=C(O)C(=O)N2CCN2CCOCC2)cc1 (configuration not stated),5%,-6%
-2%,O=C(N/N=C/c1ccc([N+](=O)[O-])o1)C1CCCC1,1%,2%
-4%,Cc1ccccc1NC(=S)N1CCN(c2ccccc2C)CC1,-3%,-9%
2%,CC(C)CNC(=O)C(=O)Nc1cc2c3c(c1)C(C)C(=O)N3CCC2 (configuration not stated),4%,-6%
2%,CCOc1ccccc1NC(=O)CN1CCN(Cc2ccccc2)CC1,3%,-6%
9%,O=C(CCNS(=O)(=O)c1ccc(OC(F)(F)F)cc1)N1CCN(C/C=C/c2ccccc2)CC1,-8%,-7%
0%,O=C(O)CCCCCNS(=O)(=O)c1ccc2c3c(cccc13)C(=O)N2,50%,-10%
0%,COc1cccc(NC(=O)N2CCC(NC(=O)C3CCCCC3)CC2)c1,0%,-8%
4%,Cc1ccc(NS(=O)(=O)Cc2ccccc2)cc1Cl,-2%,-5%
-6%,CCc1nc2ccc(Cc3ccc4nc(CC)[nH]c4c3)cc2[nH]1,16%,-11%
5%,O=C(O)c1ccc(S(=O)(=O)N2CCC(NC(=O)C3CCCCC3)CC2)cc1,-2%,-7%
-2%,Cc1ccc(C)c(N2C(=O)CC(Cc3ccc(Br)cc3)C2=O)c1 (configuration not stated),8%,-8%
-3%,CCOc1ccccc1CN1CCNC(=O)C1CC(=O)NCCc1ccccn1 (configuration not stated),-1%,-9%
8%,O=C(CNC(=O)[C@@H]1Cc2ccccc2CN1)Nc1ccc2c(c1)OCCO2,-5%,-8%
2%,CCOCCCNC(=O)c1cc2c(=O)n3ccccc3nc2s1,33%,-12%
-3%,COc1ccc(NC(=O)CN2CCN(CC(=O)Nc3ccc(F)cc3F)CC2)cc1,-8%,-5%
6%,CC(=O)c1ccccc1N(C(=O)c1ccco1)C(C(=O)NC1CCCC1)c1ccc(C)cc1 (configuration not stated),12%,-8%
1%,CCCNC(=O)COc1coc(CN2CCN(c3ccccc3OC)CC2)cc1=O,3%,-5%
2%,O=Cc1cc([N+](=O)[O-])ccc1N1CCN(Cc2ccc3c(c2)OCO3)CC1,1%,-9%
-3%,CC(=O)N1CCN(C(=O)c2oc3ccccc3c2C)CC1,11%,-6%
3%,CCOc1ccc(OCC(=O)Nc2ccc(N3CCCCC3)cc2)cc1,1%,-8%
33%,COc1ccc([N+](=O)[O-])cc1NC(=O)CCS(=O)(=O)c1ccc(Br)cc1,32%,-2%
4%,Cc1ccc(-c2nnn(CC(=O)N(c3ccccc3F)C(C(=O)NC3CCCC3)c3ccncc3)n2)o1 (configuration not stated),19%,-7%
1%,CCCCc1cc(=O)oc2cc(C)cc(OCC(=O)NCCN3CCOCC3)c12,15%,-1%
-9%,Cc1ccccc1NC(=O)Nc1ccccn1,9%,-11%
2%,COc1ccc(C2C(C(=O)c3ccco3)=C(O)C(=O)N2CCN2CCOCC2)cc1 (configuration not stated),-4%,-2%
5%,CCOc1ccc(NC(=O)CCC(=O)c2ccc(F)cc2)cc1,-4%,-5%
0%,CCOc1ccccc1NC(=O)CSc1nnc(NC(=O)c2ccco2)s1,14%,-2%

Later entries.
Siah-1 displacement,molecule,AID2073,LYP phosphatase
4%,CCc1ccc(N(CC(=O)NC(C)(C)C)C(=O)CCC(=O)Nc2ccccn2)cc1,3%,-9%
4%,Cc1[nH]n(-c2ccccc2)c(=O)c1N=Nc1ccc(C#N)cc1,1%,-3%
8%,CC1(C)Oc2ccc(C(=O)NNC(=O)Nc3ccccc3)cc2NC1=O,5%,-4%
2%,Cc1ccc(C(=O)NC(C)C2CC3CCC2C3)c(C)c1 (configuration not stated),9%,-5%
0%,CCCn1cc(C(=O)N(C)C2CCCN(Cc3ccccc3F)C2)c(C)n1 (configuration not stated),8%,-7%
-5%,Cc1cc2oc(=O)cc(CNc3ccccc3F)c2cc1O,63%,-7%
1%,CN1C(=O)c2ccc(C(=O)Nc3ccc4c(c3)OCO4)cc2C1=O,13%,-9%
0%,Cc1nc(NC(=O)C2CC2)sc1C(=O)Nc1ccccc1,0%,-1%
-5%,O=C(/C=C/c1ccc2c(c1)OCCO2)N1CCN(c2ccc(F)cc2)CC1,7%,-4%
-3%,CC1=C(C(=O)OCc2ccccc2)C(c2ccccc2Br)NC(=O)N1 (configuration not stated),7%,-7%
-1%,CCc1sc(C(=O)N2CCN(c3ccc(F)cc3)CC2)cc1C,-6%,-3%
-2%,CC(=O)C1=C(O)C(=O)N(Cc2ccccc2)C1c1ccc(F)cc1 (configuration not stated),5%,-4%
12%,CCOc1ccc(C(=O)OCC(=O)NCCNC(=O)COC(=O)c2ccc(OCC)cc2)cc1,6%,-6%
-2%,Cc1cccc(Nc2nnc(SCC(=O)c3ccc(O)cc3O)s2)c1,-11%,-3%
-7%,COc1ccc(NC2CCCN(C(=O)CCN3CCOCC3)C2)cc1 (configuration not stated),-17%,-9%
-1%,COc1ccccc1OCC(=O)NCC1CCCN(Cc2cnn(C(C)C)c2)C1 (configuration not stated),3%,0%
-3%,Clc1cccc(OCCn2ccnc2)c1,9%,-5%
4%,CCCc1cc(=O)[nH]c(SCC(=O)Nc2nonc2C)n1,14%,-7%
-12%,Cc1cc(SCC(=O)N/N=C/c2ccc(O)cc2O)nc2ccccc12,13%,-7%
6%,COc1cccc(CN2CCNC(=O)C2CC(=O)N(C)C2CCOCC2)c1OC (configuration not stated),3%,-7%
-3%,CC(=O)c1sc(NS(=O)(=O)c2ccc(C)cc2)nc1-c1ccccc1,11%,-4%
-2%,COc1ccccc1C(=O)Nc1cccc(C(=O)N2CCOCC2)c1,14%,-15%
7%,O=C(NCCc1c[nH]c2ccccc12)c1ccc(F)cc1F,5%,-10%
3%,COCCCC1CCN(C(=O)c2cc(COc3cc(C)ccc3C)on2)CC1,-7%,3%
0%,Cn1cnnc1SCC(C)(C)NS(=O)(=O)c1ccc(Cl)cc1,-8%,-4%

Quoted at random: 7 compounds from above, in no set order.
Siah-1 displacement,molecule,AID2073,LYP phosphatase
3%,COc1cc(OC)c(OC)cc1CN1CCN(C(=O)c2cccc3ccccc23)CC1,-1%,-7%
5%,CCOc1ccc(NC(=O)CCC(=O)c2ccc(F)cc2)cc1,-4%,-5%
4%,CCCc1cc(=O)[nH]c(SCC(=O)Nc2nonc2C)n1,14%,-7%
4%,Cc1ccc(-c2nnn(CC(=O)N(c3ccccc3F)C(C(=O)NC3CCCC3)c3ccncc3)n2)o1 (configuration not stated),19%,-7%
-6%,CC1CCCN(C(=O)CNC(=O)c2ccco2)C1 (configuration not stated),4%,-15%
5%,O=C(Nc1ccc2c(c1)OCCO2)C(=O)NC1CC1,2%,-1%
2%,CCOCCCNC(=O)c1cc2c(=O)n3ccccc3nc2s1,33%,-12%

(more compounds)
Siah-1 displacement,molecule,AID2073,LYP phosphatase
23%,Cn1c(=O)[nH]c(=O)c2c1nc(NN)n2CCOc1ccccc1,31%,30%
2%,Cc1cccc(NC(=O)c2cc(NC(=O)C3CCCCC3C(=O)O)ccc2N2CCOCC2)c1 (configuration not stated),13%,-4%
4%,Cc1ccc(NC(=O)NCCN2CCCCC2)cc1,10%,-8%
13%,CCOc1ccccc1CN1CCC(n2nccc2NC(=O)CCCc2ccccc2)CC1,-8%,-6%
0%,CCN(Cc1ccccc1)C(=O)CCS(=O)(=O)c1ccc2c(c1)CCN2C(C)=O,11%,-7%
7%,CCC(C)NC(=O)Cn1cnc2sc(C)c(S(=O)(=O)N3CCN(c4ccccc4OC)CC3)c2c1=O (configuration not stated),8%,-7%
0%,Cc1cc(Cl)ccc1OC(C)C(=O)Nc1ccc(C(=O)Nc2ccccc2C(=O)O)cc1 (configuration not stated),18%,2%
-3%,CCOC(=O)N1C(=O)[C@@](CC)(c2ccccc2)N1C(=O)OCC,-3%,-5%
-9%,CCN(CC)CCCNC(=O)c1[nH]c2ccccc2c1Sc1ccc(Cl)cc1,8%,0%
-9%,CC[C@@]1(c2ccccc2)C(=O)N(C(=O)OC)N1C(=O)OC,4%,-15%
8%,Cc1ccccc1NC(=O)c1sc2nc(N3CCOCC3)c3c(c2c1N)CCCC3,36%,-7%
-3%,Cc1ccc(S(=O)(=O)N[C@@H](C)C(=O)N2CCC(C(=O)N[C@@H](Cc3ccccc3)C(=O)O)CC2)cc1,0%,-8%
-5%,CCc1cc2c(CN(C)Cc3ccccc3F)cc(=O)oc2cc1O,7%,-11%
8%,O=C(N/N=C/c1cccc(Br)c1)C1CC(=O)N(c2ccccc2)C1 (configuration not stated),-2%,-7%
17%,COc1cc(S(=O)(=O)NC2CCCC2)ccc1-n1cnnn1,12%,-8%
-2%,O=C(NCC1CCN(Cc2cccc(Cl)c2)CC1)Nc1ccccc1Cl,?,-2%
13%,COCc1c(C(=O)N/N=C/c2ccc(C)o2)nnn1-c1nonc1N,16%,-1%
2%,Cc1ccc(S(=O)(=O)N2CCN(CC(O)COc3ccccc3)CC2)cc1 (configuration not stated),5%,-7%
5%,CCOc1ccc(NC(=O)c2sc3nc(N4CCOCC4)c4c(c3c2N)CCCC4)cc1,9%,-14%
2%,CCn1cc(C(=O)NCCO)c(=O)c2cc(F)c(N3CCN(C)CC3)cc21,24%,-2%
-7%,COc1cccc(-c2c(C(=O)N/N=C(\C)c3cccs3)nnn2-c2nonc2N)c1,6%,-4%
3%,COc1cc(/C=C2/SC(=S)N(CCC(=O)Nc3ccc(C(=O)O)cc3)C2=O)cc(OC)c1OC,6%,-1%
11%,O=C(CSc1cn[nH]n1)Nc1cccc(C(F)(F)F)c1,9%,-7%
2%,COc1ccc(S(=O)(=O)N/N=C\c2ccccc2F)cc1,-7%,-6%
2%,CCN(CC(=O)Nc1c(F)cccc1F)C(=O)c1ccc(=O)n(Cc2ccccc2)n1,2%,-9%
-6%,O=C1CCCCN1CCCC(=O)N1CCCC(Nc2ccccc2)C1 (configuration not stated),6%,-9%
2%,COc1cc(/C=N/NC(=O)CCC(=O)Nc2ccc(F)cc2)ccc1O,-13%,-2%

An excerpt from above with just Siah-1 displacement:
| Compound | Siah-1 displacement |
| --- | --- |
| COc1ccc(CNC(=O)CCCn2nc(C)c3c(C)n(-c4ccc(C)cc4)nc3c2=O)cc1 | -1% |
| Cc1ccc(NC(=O)NCCN2CCCCC2)cc1 | 4% |
| COc1cc(/C=C2/SC(=S)N(CCC(=O)Nc3ccc(C(=O)O)cc3)C2=O)cc(OC)c1OC | 3% |
